Screening data (PubChem BioAssay)
Bcl-B displacement = displacers of TR3 peptide from Bcl-B, primary screen, selectivity assay for Bfl-1 inhibitor project, biochemical, fluorescence polarization; FP displacement of FITC-TR3 peptide from Bcl-B; higher % means a stronger effect; one-dose displacement, % at 20 µM; IC50 in µM for titrated hits; 0.11% of 96,000 active;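 active means displacement above 50% at 20 µM plus a fluorescence interference ratio under 1.5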;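 further: plate controls were wells without compound for no effect and wells lacking Bcl-B protein for full effect; a part of the inactive calls stands beside numbers as strong as those of hits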
IL1B NFkB inh = blocks IL-1B driven NFkB nuclear translocation in HUVEC cells. inhibition, % at 2 µM. 0.43% of 94,000 active. HUVEC IL-1B NFkB p65 nuclear translocation imaging. AID 796;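 active means inhibition above about 30% together with a positive call from visual inspection of the well image, limit read from the data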;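 further: nuclear over cytoplasmic p65 intensity ratio measured by imaging; 0% = IL-1B stimulated DMSO wells and 100% = unstimulated DMSO wells; values of inactives mirror those of a sister screen read the other way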
PLAP inhibition = PLAP enzyme inhibitors, biochemical, luminescence, HTS (AID 690) | purified PLAP, luminescent substrate; higher % means a stronger effect | inhibition, % at 20 µM; hits with a dose series show IC50 in µM | 0.08% of 96,000 active; in the data active means a potency from the dose series; inactive means the rest, 99 in 100 with inhibition below about 30%; further: strong numbers were not always called active
NFkB transloc pot = enhances IL-1B driven NFkB nuclear translocation; HUVEC IL-1B NFkB p65 nuclear translocation imaging; activation, % at 2 µM; 0.3% of 94,000 active; AID 819;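 active means activation above 40%, about the mean plus 3 SD, also judged a hit on visual image review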;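 further: percent activation is computed from the nuclear over cytoplasmic p65 intensity ratio; values of inactives mirror those of a sister screen read the other way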
MRP resist rev = reverses drug resistance mediated by MRP; H69AR cells + 2 uM doxorubicin, CellTiter-Glo, 72 h; differential viability (reversal), % at 10 µM; 0.04% of 85,000 active; AID 602;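 active means viability drop by adding the cancer drug above about 55%, with treated viability meeting a 40% cutoff, limit read from the data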;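 further: viability without doxorubicin minus viability with 2 µM doxorubicin for each compound; larger differential means the compound sensitizes cells more to doxorubicin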
MRP resist rev cytotoxicity = recorded beside MRP resist rev, whose call it bears; viability, %; H69AR cells, CellTiter-Glo, 72 h; measured here: cytotoxicity without doxorubicin
MRP resist rev with doxorubicin = second read-out of MRP resist rev, no call of its own (marks repeat the call); viability, %; measured here: viability with 2 uM doxorubicin; hits give low values
IL1B NFkB inh cell count 2 µM = recorded beside IL1B NFkB inh, whose call it bears; cell count; measured here: cells passing quality filter;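 raw number of nuclei counted in each imaged well without normalization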
NFkB transloc pot cell count 2 µM = further read-out of NFkB transloc pot, marked with its call; cell count; measured here: cells passing quality filter
Active calls of the source: *; . = no result given.

SMILES | Bcl-B displacement | IL1B NFkB inh | IL1B NFkB inh cell count 2 µM | PLAP inhibition | NFkB transloc pot | NFkB transloc pot cell count 2 µM | MRP resist rev | MRP resist rev cytotoxicity | MRP resist rev with doxorubicin
C=CCN(CC(=O)NCc1ccc(F)cc1)C(=O)c1csnn1 | . | -5 | 134 | . | 5 | 134 | 0 | 93 | 93
CC1CCCCN1C(=O)CSc1nnc(-c2ccc(Cl)s2)o1 (stereo not drawn) | 2% | -11 | 146 | -19% | 11 | 146 | . | . | .
Cc1ccc(NC(=O)CSCC(N)=O)cc1C | -5% | -1 | 107 | 10% | 1 | 107 | -15 | 98 | 113
Cc1cc(C)n(CC(O)COc2ccccc2)n1 (stereo not drawn) | 4% | 0 | 148 | -3% | 0 | 148 | 6 | 98 | 92
CC(=O)NC1(C(F)(F)F)NC(=O)N(C2CCCCC2)C1=O (stereo not drawn) | -8% | 3 | 164 | -17% | -3 | 164 | 6 | 104 | 98
Cc1cc2nc(CCN(C(=S)NCC(C)C)C3CCCC3)[nH]c2cc1C | -14% | 5 | 175 | -141% | -5 | 175 | . | . | .
Cc1ccc(C(=O)Nc2c(C#N)c(C)c(C)n2Cc2ccccc2)cc1 | -1% | 0 | 192 | 11% | -1 | 192 | . | . | .
O=C(NC1CCCCC1)N1CCC(c2nc3ccccc3[nH]2)CC1 | 4% | -3 | 186 | 12% | 3 | 186 | 3 | 92 | 89
O=c1nc(C(F)(F)F)nc2ccccn12 | 2% | 11 | 87 | 13% | -11 | 87 | 8 | 108 | 100
C=CCn1c(C)cc(C(=O)CN2C(=O)NC3(CCCc4ccccc43)C2=O)c1C (stereo not drawn) | 0% | 1 | 161 | -16% | -1 | 161 | 12 | 105 | 93
O=C(COc1ncnc2cc([N+](=O)[O-])ccc12)NCc1ccc2c(c1)OCO2 | 10% | 6 | 204 | 6% | -6 | 204 | . | . | .
CC(=O)Nc1sc2c(c1CN1CCN(c3ccccn3)CC1)CCCC2 | -2% | -2 | 99 | -64% | 2 | 99 | -6 | 79 | 85
COc1ccc(C2=NOC3(CC(=O)N(c4ccc(F)cc4)C3=O)C2)c(OC)c1 (stereo not drawn) | -71% | 1 | 164 | -56% | -1 | 164 | 9 | 116 | 107
COC(=O)C(C)n1cnc2c(nnn2-c2cccc(Cl)c2)c1=O (stereo not drawn) | -2% | 8 | 155 | 11% | -8 | 155 | 8 | 100 | 92
Fc1ccc(NC(=S)N/N=C/c2cccc(Br)c2)c(F)c1 | -4% | -20 | 187 | 32% | 20 | 187 | . | . | .
CCCCn1nc2cc(C(=O)NCC34CC5CC(CC(C5)C3)C4)ccc2c1OC | -1% | -8 | 124 | -14% | 8 | 124 | . | . | .
C=CCn1c(O)c(C(CC)=NCCN2CCOCC2)c(=O)[nH]c1=O | -14% | 6 | 92 | -26% | -6 | 92 | 8 | 100 | 92
Cc1cccc2cc(CN(Cc3ccc(F)cc3)C(=O)N3CCOCC3)c3nnnn3c12 | -19% | -6 | 166 | -5% | 6 | 166 | 7 | 79 | 72
Cc1cc2c(cc1C)NC(c1cccnc1)C1=C(CC(C)(C)CC1=O)N2 (stereo not drawn) | . | -2 | 136 | . | 2 | 136 | 2 | 89 | 86
Cc1ccc(S(=O)(=O)N(Cc2ccc(F)cc2)Cc2ccco2)cc1 | -6% | 4 | 167 | 2% | -4 | 167 | 9 | 85 | 77
CCOC(=O)C1CCCN(C(=O)c2ccc(OCC)cc2)C1 (stereo not drawn) | -9% | . | . | -17% | . | . | 0 | 93 | 93
CCOCCc1nnc(NC(=O)c2ccc(OC)c(OC)c2)s1 | -2% | -6 | 156 | -2% | 6 | 156 | 5 | 90 | 85
O=C(Cn1nnc(-c2ccncc2)n1)N1CCc2ccccc21 | 2% | 9 | 155 | 4% | -9 | 155 | 4 | 86 | 82
COc1cccc(OCCc2c(C)n[nH]c2C)c1 | -12% | 6 | 172 | -10% | -6 | 172 | . | . | .
Cc1ccc(Nc2oc(C)nc2C#N)cc1 | -8% | -5 | 97 | -2% | 5 | 97 | -1 | 89 | 90
COc1ccc(-c2ccc(CCC(=O)O)n2CC(C)C)cc1 | 4% | 21 | 126 | -43% | -21 | 126 | -10 | 70 | 80
COc1ccc(Cl)cc1S(=O)(=O)N1CCN(C)CC1 | 3% | 4 | 143 | -21% | -4 | 143 | 7 | 100 | 92
O=C1C2CCCN2C(c2ccccc2)N1c1ccc(Cl)cc1 (stereo not drawn) | . | 4 | 119 | . | -4 | 119 | 23 | 100 | 77
CCCOC(=S)N/C(=N\S(=O)(=O)c1ccccc1)c1ccccc1 | -7% | 8 | 137 | -18% | -8 | 137 | . | . | .
COc1ccc(-c2noc(CCC(=O)Nc3cc(Cl)c(OC)cc3OC)n2)cc1 | -1% | -5 | 144 | 6% | 5 | 144 | 15 | 81 | 66
CC(C)Oc1ccc(C(=O)NC2CCCCC2)cc1 | -9% | 0 | 53 | 19% | 0 | 53 | 16 | 91 | 76
CCOC(=O)C1=C(C)NC(=O)NC1/C(C)=C/c1ccccc1 (stereo not drawn) | -1% | . | . | 15% | . | . | 0 | 95 | 95
O=C(Cn1cc(-c2nnnn2-c2ccc(Cl)cc2)c(=O)c2ccccc21)c1ccccc1 | -6% | 15 | 140 | -5% | -15 | 140 | . | . | .
Cc1cc(C)cc(NC(=S)NCCN2CCOCC2)c1 | . | 5 | 150 | . | -5 | 150 | . | . | .
NC(=O)CC(O)c1cccc(Cl)c1 (stereo not drawn) | 4% | . | . | -3% | . | . | 1 | 98 | 96
CCCCOC(=O)C1=C(C)Nc2ncnn2C1c1cccc(OC)c1OC (stereo not drawn) | 0% | -11 | 134 | -35% | 11 | 134 | 14 | 78 | 64
O=c1c2cnn(-c3ccccc3)c2ncn1Cc1ccco1 | 3% | -12 | 48 | 5% | 12 | 48 | 7 | 98 | 90
COc1ccc(-n2c(=O)cc(N3CCN(c4ccccc4F)CC3)[nH]c2=O)cc1 | -2% | . | . | 14% | . | . | -4 | 100 | 104
CCN(CC)S(=O)(=O)N1CCC(C(=O)NC2CCCc3ccccc32)CC1 (stereo not drawn) | . | -17 | 131 | . | 17 | 131 | 6 | 93 | 87
O=C(Nc1ccc(NC(=O)c2ccco2)nc1)c1ccccn1 | 7% | . | . | 6% | . | . | -1 | 96 | 96

The final two compounds of the part before are carried over, then new ones follow:
SMILES | Bcl-B displacement | IL1B NFkB inh | IL1B NFkB inh cell count 2 µM | PLAP inhibition | NFkB transloc pot | NFkB transloc pot cell count 2 µM | MRP resist rev | MRP resist rev cytotoxicity | MRP resist rev with doxorubicin
CCN(CC)S(=O)(=O)N1CCC(C(=O)NC2CCCc3ccccc32)CC1 (stereo not drawn) | . | -17 | 131 | . | 17 | 131 | 6 | 93 | 87
O=C(Nc1ccc(NC(=O)c2ccco2)nc1)c1ccccn1 | 7% | . | . | 6% | . | . | -1 | 96 | 96
CCOc1ccc(CNc2nc3ccccc3n2CCN2CCOCC2)cc1 | . | -16 | 139 | . | 16 | 139 | -1 | 82 | 84
CCn1c(SCC(=O)N2CCCCC2C)nc2ccsc2c1=O (stereo not drawn) | 5% | -3 | 160 | -4% | 3 | 160 | 3 | 68 | 66
CCC(CC)C(=O)Nc1cccc(/C(C)=N/NC(=O)c2ccccc2Cl)c1 | 4% | 10 | 143 | -14% | -10 | 143 | . | . | .
O=C(COc1cc(Cl)ccc1Cl)Nc1nnc(CC(=O)N2CCOCC2)s1 | -2% | -8 | 124 | -16% | 7 | 124 | 1 | 100 | 99
CCn1c(SCC(=O)N2CCN(c3ccc(F)cc3)CC2)nnc1-c1ccncc1 | 5% | -5 | 134 | 1% | 5 | 134 | -2 | 85 | 87
COC(=O)C1CCN(C(=O)NC2CCCCC2)CC1 | -2% | -14 | 125 | 12% | 14 | 125 | 10 | 101 | 91
COc1ccc(OC)c(S(=O)(=O)n2ccnc2C)c1 | -7% | -7 | 161 | 20% | 7 | 161 | -6 | 86 | 92
CCOc1ccc(-c2ncncc2-c2ccc(OC)cc2)c(O)c1 | 8% | 1 | 140 | 4% | -1 | 140 | 7 | 88 | 80
Cc1ccc(CCNC(=O)C2CC(c3ccccc3[N+](=O)[O-])=NO2)cc1 (stereo not drawn) | 0% | -6 | 164 | -3% | 6 | 164 | . | . | .
COc1ccccc1C(=O)Nc1cccc(SC)c1 | . | 0 | 131 | . | 0 | 131 | 0 | 67 | 68
C=CCNC(=S)N1CCC(C(=O)c2ccc(OC)cc2)CC1 | 4% | 1 | 150 | 14% | -1 | 150 | . | . | .
Cn1nnnc1SCC(=O)Nc1nc(-c2ccccc2)c(-c2ccccc2)o1 | 3% | -1 | 156 | 4% | 1 | 156 | 60* | 88* | 28*
COC(=O)c1cc(OC)c(OC)c(OC)c1N | -3% | . | . | 0% | . | . | 17 | 100 | 83
Cc1ccc(C)c(N2CCN(C(=O)Cc3cn(C)c4ccccc34)CC2)c1 | -4% | . | . | -30% | . | . | -9 | 69 | 79
COc1ccc(C(CNC(=O)c2ccc(-n3cnnn3)cc2)N2CCOCC2)cc1 (stereo not drawn) | 9% | 6 | 76 | -13% | -5 | 76 | 21 | 104 | 83
CNC(=S)Nc1ccc(OC)c(OC)c1 | 9% | -8 | 119 | 24% | 8 | 119 | . | . | .
O=C(CSc1nnc(C2COc3ccccc3O2)o1)N1CCOCC1 (stereo not drawn) | -4% | 10 | 154 | -14% | -10 | 154 | 17 | 112 | 95
Cc1cc(C)nc(/N=C(\N)Nc2ccc(F)c([N+](=O)[O-])c2)n1 | 0% | -14 | 141 | 0% | 14 | 141 | . | . | .
Cc1cc(C)c(NC2=CC(=O)CC(C)(C)C2)c(C#N)c1 | -4% | -3 | 119 | 3% | 3 | 119 | 8 | 82 | 75
Cc1ccc(CNC(=O)c2ccccc2N)cc1 | -2% | -8 | 185 | 17% | 8 | 185 | 8 | 105 | 97

Molecules shown so far that have a thiophene ring, fused or not (3):
SMILES | Bcl-B displacement | IL1B NFkB inh | IL1B NFkB inh cell count 2 µM | PLAP inhibition | NFkB transloc pot | NFkB transloc pot cell count 2 µM | MRP resist rev | MRP resist rev cytotoxicity | MRP resist rev with doxorubicin
CC1CCCCN1C(=O)CSc1nnc(-c2ccc(Cl)s2)o1 (stereo not drawn) | 2% | -11 | 146 | -19% | 11 | 146 | . | . | .
CC(=O)Nc1sc2c(c1CN1CCN(c3ccccn3)CC1)CCCC2 | -2% | -2 | 99 | -64% | 2 | 99 | -6 | 79 | 85
CCn1c(SCC(=O)N2CCCCC2C)nc2ccsc2c1=O (stereo not drawn) | 5% | -3 | 160 | -4% | 3 | 160 | 3 | 68 | 66

Going on with the list:
SMILES | Bcl-B displacement | IL1B NFkB inh | IL1B NFkB inh cell count 2 µM | PLAP inhibition | NFkB transloc pot | NFkB transloc pot cell count 2 µM | MRP resist rev | MRP resist rev cytotoxicity | MRP resist rev with doxorubicin
O=C(Nc1ccc2oc(=O)ccc2c1)c1cccnc1 | . | 0 | 129 | . | 0 | 129 | 5 | 95 | 90
O=C1c2ccccc2NC(c2cccc(Cl)c2)N1N=C1CCCCCC1 (stereo not drawn) | 0% | 5 | 103 | 6% | -5 | 103 | . | . | .
O=C(NC1CC1)C1=NOC(CNc2ncc(C(F)(F)F)cc2Cl)C1 (stereo not drawn) | -7% | -3 | 152 | 14% | 3 | 152 | 8 | 99 | 91
Cc1onc(-c2ccccc2Cl)c1C(=O)Nc1ccc(OCC(=O)N2CCOCC2)cc1 | . | -13 | 169 | . | 13 | 169 | -1 | 88 | 89
C=CCNC(=O)/C(=C/c1ccco1)NC(=O)c1ccc(Br)o1 | 4% | -10 | 176 | -13% | 10 | 176 | . | . | .
Cc1ccccc1Nc1nc(Nc2ccccc2C)nc(SC2=NCCS2)n1 | -9% | 5 | 148 | -10% | -5 | 148 | -13 | 98 | 111
CCOc1c(Br)cc(C2NS(=O)(=O)N=C3CCCCCN32)cc1OC (stereo not drawn) | -6% | 1 | 206 | -3% | -1 | 206 | -39 | 34 | 73
COC(=O)c1cc(C(=O)OC)cc(N2C(=O)CC(NNC(=O)c3ccccc3Br)C2=O)c1 (stereo not drawn) | -4% | 7 | 178 | -16% | -7 | 178 | . | . | .
COc1ccc2oc(C)c(NC(C)=O)c2c1 | 1% | -6 | 142 | 14% | 6 | 142 | -1 | 97 | 98
COc1ccc(C(=O)c2oc3ccc(Br)cc3c2NC(C)=O)cc1 | 10% | 6 | 186 | 12% | -6 | 186 | -19 | 38 | 57

Not all compounds are listed. The share of hits here may be higher or lower than overall.
